# Rac1 act GTP bind: GTP binding modulators of activated mutant Rac1, primary screen, biochemical, bead-based flow cytometry, multiplex, fluorescent GTP | Ras-related C3 botulinum toxin substrate 1 (Homo sapiens), P63000 | AID 764, 2007 | 190,000 tested, 0.11% active | percent activity (GTP binding), % at 10 µM | GST-Rac1 activated beads; actives lie on both sides; 100% means binding = to untreated wells;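 active = GTP binding at least 20 percentage points away from the 100% baseline, in either direction, so actives lie on both sides; inconclusive = Compound likely fluorescent itself, or too few beads counted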
# Mcl1 Noxa PPI: Mcl-1/Noxa binding inhibitors, primary screen, biochemical, TR-FRET, 1536-well; Induced myeloid leukemia cell differentiation protein Mcl-1 (Homo sapiens), Q07820; TR-FRET Mcl-1/Noxa peptide binding, 2 h; inhibition, % at 21.7 µM; 220,000 tested, 1.5% active;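 active = compounds that cut the protein-peptide binding signal by more than 50% relative to plate controls in a single-dose test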;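 also: His-tagged Mcl-1 with rhodamine Noxa BH3 peptide and terbium anti-His antibody; 0% = Mcl-1 plus Noxa peptide wells and 100% = peptide-only wells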
# Target sequence (Q07820 whole entry, looked up): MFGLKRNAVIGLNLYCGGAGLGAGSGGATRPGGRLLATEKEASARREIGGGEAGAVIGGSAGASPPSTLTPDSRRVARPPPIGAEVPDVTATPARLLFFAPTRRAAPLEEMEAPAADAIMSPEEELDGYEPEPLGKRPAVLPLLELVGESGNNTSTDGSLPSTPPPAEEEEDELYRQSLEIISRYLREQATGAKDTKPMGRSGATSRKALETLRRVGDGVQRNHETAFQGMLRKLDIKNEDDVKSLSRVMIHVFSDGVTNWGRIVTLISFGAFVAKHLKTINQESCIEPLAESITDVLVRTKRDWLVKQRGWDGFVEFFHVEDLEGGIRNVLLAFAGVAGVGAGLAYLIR
# HRas wt GTP: modulators of GTP binding to HRas wildtype, primary screen, biochemical, bead-based flow cytometry, multiplex. GTPase HRas (Homo sapiens), P01112. GST-Ras wt beads, Bodipy-FL-GTP binding; actives lie on both sides. GTP binding activity, % at 10 µM. 190,000 tested, 0.14% active. AID 759, 2007;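 active = GTP binding activity at least 20% away from the 100% baseline, either lowered as inhibitor or raised as activator; inconclusive = flagged as likely green fluorescent, judged across all proteins in the well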;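 also: 0% = unlabeled GTP competition control and 100% = no-compound control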
# Target sequence (P01112 whole entry, looked up): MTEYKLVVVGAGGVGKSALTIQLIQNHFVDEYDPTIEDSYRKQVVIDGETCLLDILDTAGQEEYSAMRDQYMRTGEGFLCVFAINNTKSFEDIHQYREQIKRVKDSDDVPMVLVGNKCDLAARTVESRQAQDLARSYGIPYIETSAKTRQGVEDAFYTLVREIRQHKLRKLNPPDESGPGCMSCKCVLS
# Pf gamet viab: late stage P. falciparum gametocyte viability inhibitors, primary screen, ATP luminescence, HTS. 150,000 tested, 0.065% active. inhibition, % at 10.9 µM. AID 743093, 2013. P. falciparum stage V gametocytes, 24 h;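 active = inhibition above the mean plus 3 SD of compounds within the control limits, set per campaign, cut at about 38% in these data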;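 also: 0% = DMSO wells and 100% = medium only without gametocytes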
# Mcl1 Bid PPI: Mcl-1/Bid binding inhibitors, primary screen, biochemical, TR-FRET, 1536-well; 220,000 tested, 0.97% active; TR-FRET Mcl-1/Bid-Dy647 peptide binding; inhibition, % at 21.7 µM;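 active = compounds that cut the binding signal by more than half at the single screening dose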;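 also: His-tagged Mcl-1 with europium anti-His antibody binding Bid BH3 peptide; 0% = Mcl-1 plus peptide wells and 100% = peptide-only wells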
# GSH bead fluor: compound fluorescence on glutathione beads, profiling panel, artefact control, biophysical, 488/530 nm, flow cytometry. GSH beads flow cytometry, compound fluorescence 488/530 nm; stronger effect = higher value. fluorescence (KMESF) at 10 µM. 190,000 tested, 0.25% active. AID 1776, 2009; in the data active = fluorescence above about 89;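 also: glutathione beads carrying GST-tagged Bcl family fusion proteins plus one bare bead set; values are compound well signal with DMSO vehicle wells as background; inactives centre near 16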
# Rab7 wt modul: modulators of GTP binding to Rab7, primary screen, biochemical, wildtype, multiplex bead flow cytometry | Rab7 GTPase wild type (dog), Bodipy-FL-GTP binding | GST-Rab7 beads, fluorescent GTP binding; actives lie on both sides; untreated = 100%, excess cold GTP = 0% | GTP binding activity (percent of control), % at 10 µM | 190,000 tested, 0.055% active;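 active = fluorescent GTP binding to Rab7 beads changed by at least 20 points from the 100% baseline, either direction, mostly lower; inconclusive = compound itself probably fluorescent, or too few beads counted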;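 also: median green fluorescence of bound Bodipy-FL-GTP per Rab7 bead population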
# Cdc42 wt GTP: modulators of GTP binding to wildtype Cdc42, primary screen, biochemical, multiplex bead flow cytometry, Bodipy-GTP; AID 761, 2007; 190,000 tested, 0.2% active; GST-Cdc42 beads; actives lie on both sides; percent activity (GTP binding), % at 10 µM;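 active = percent activity GTP binding at least 20 points away from the 100% baseline, either down as inhibitor or up as activator; inconclusive = compound flagged as likely green fluorescent from well-wide comparison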;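 also: median bead fluorescence of bound Bodipy-FL-GTP at 100 nM; 0% = excess unlabeled GTP control and 100% = no compound control; below 100% means less GTP binding so inhibitor and above means activator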
# Target sequence (P60953 whole entry, looked up): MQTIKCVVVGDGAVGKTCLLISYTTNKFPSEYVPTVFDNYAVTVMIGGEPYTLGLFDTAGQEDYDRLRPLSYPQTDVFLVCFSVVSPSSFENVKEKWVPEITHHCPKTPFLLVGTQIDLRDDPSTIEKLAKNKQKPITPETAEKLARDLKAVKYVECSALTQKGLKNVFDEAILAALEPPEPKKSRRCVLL
# Avidin fluor: green autofluorescence of compounds with avidin beads – biophysical, 488/530 nm, flow cytometry, artefact control, profiling panel | AID 1775, 2009 | fluorescence (KMESF) at 10 µM | compound fluorescence 488/530 nm; stronger effect = higher value | 220,000 tested, 0.38% active; in the data active = fluorescence above about 47; also: inactives centre near 10
# Rac1 wt modul: wildtype Rac1 GTP binding modulators, primary screen, biochemical, GST-Rac1 beads, flow cytometry, multiplex; fluorescent GTP binding; actives lie on both sides; 0 = cold GTP competed, 100 = untreated; 190,000 tested, 0.27% active; AID 757, 2007; GTP binding activity (% of control), % at 10 µM;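 active = GTP binding activity at least 20 points away from the 100% control level, either lower or higher; inconclusive = compound flagged as likely green fluorescent, judged across all proteins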
# Rab2A wt mod: modulators of GTP binding to Rab2A wildtype, primary screen, biochemical, dog, bead-based flow cytometry, multiplex. GST-Rab2 wt beads, Bodipy-GTP binding. GTP binding activity, % at 10 µM. 190,000 tested, 0.19% active;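 active = GTP binding activity at least 20 points away from 100%, either lowered or raised; inconclusive = signal likely due to the compound's own green fluorescence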;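 also: 0% = beads with excess unlabeled GTP and 100% = no-compound control corrected for plate trend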
# Starred values were filed as active, the others as inactive; ? = inconclusive; · = not tested or not shown. Rows are unselected, and some 3% of all compounds hit somewhere here.
SMILES,Rac1 act GTP bind,Mcl1 Noxa PPI,HRas wt GTP,Pf gamet viab,Mcl1 Bid PPI,GSH bead fluor,Rab7 wt modul,Cdc42 wt GTP,Avidin fluor,Rac1 wt modul,Rab2A wt mod
COc1ccccc1CCN1C(=S)NC(C)(C)CC1(C)O (stereo not given),97,11,102,-25,-58,10,100,103,17,98,98
Cc1cccc(C(=O)NNC(=O)CN2C(=O)c3ccccc3C2=O)c1,101,13,97,6,-18,10,97,102,21,105,98
CCOC(=O)c1c(C)n(CC(O)c2ccccc2)c2ccc(O)cc12 (stereo not given),99,31,100,·,-1,20,99,101,7,99,100
CCn1ncc(C2=NOC(C(=O)N3CCC(C(N)=O)CC3)C2)c1C (stereo not given),100,-10,99,·,-14,11,100,101,23,102,100
CCOC(=O)Cc1cc(=O)[nH]c(Nc2nc3ccccc3o2)n1,97,-64,102,·,-75,9,104,100,27,97,101
CCC(C)(C)n1nnnc1CN1CCC(c2nc3ccc(C)cc3[nH]2)CC1,96,4,98,-28,-12,13,95,99,15,98,96
O=C(C1CCC(CNS(=O)(=O)c2cccc3nsnc23)CC1)N1CC=C(c2ccccc2)CC1 (stereo not given),97,22,98,·,-1,20,97,98,6,99,98
OCCCN1c2ccccc2Nc2nnc(-c3ccccc3)cc21,97,2,96,·,-19,20,102,96,12,95,96
O=C(COc1cc(Cl)c(Cl)cc1Cl)Nc1ccncc1,99,18,98,·,3,24,99,99,16,100,99
COc1ccc(OC)c(/C(C)=N/Nc2ccc(C(=O)O)cc2)c1,100,9,98,4,-10,19,104,98,7,102,99
CC(C)c1nc(SCC(=O)Nc2cccc(C(F)(F)F)c2)c2c(=O)n(C)c(=O)n(C)c2n1,96,11,98,·,-29,22,98,98,8,100,99
Cc1ccc(C(=O)OCC(=O)Nc2ccc3c(c2)OCO3)o1,100,5,99,-19,-3,23,99,101,36,104,101
O=C(NCCCNC(=O)c1cncc(O)c1)c1cncc(O)c1,95,10,95,·,14,8,102,94,25,94,96
C/C(=N\NC(=O)CC#N)c1cc2ccccc2oc1=O,98,1,101,22,-23,9,98,96,14,97,100
CC(C)c1ccccc1NC(=O)c1ccco1,97,13,99,6,-38,18,102,102,21,98,100
Cc1cc(C)n(-c2ccc(C(=O)Nc3ccc(C)c(S(=O)(=O)N(C)C)c3)cc2)n1,90,16,84,-7,-11,9,89,88,13,81,82
CCCn1c(/N=C/c2cc(OC)ccc2O)nc2ccccc21,99,38,104,12,-5,16,99,102,36,101,102
COc1ccc(NC(=O)CN2CCN(C(=O)c3ccco3)CC2)c(OC)c1,94,16,95,-7,-16,12,97,96,39,93,93
CSc1ncc(Cl)c(C(=O)Nc2ccccc2Cl)n1,96,0,97,-18,-25,15,97,99,22,101,98
CN1N=C(c2ccc(F)c(F)c2)CSC1=NCc1ccccc1,95,-11,97,5,-1,24,93,93,25,98,95
CC(C)CC(NC(=O)OC(C)(C)C)c1cn([C@@H](Cc2ccc(O)cc2)C(=O)N2CCN(C(=O)OC(C)(C)C)CC2)nn1 (stereo not given in full),96,0,95,5,2,22,95,96,5,93,94
COc1ccc(-c2cc(C(F)(F)F)n3nc(C(=O)Nc4c(C)n(C)n(-c5ccccc5)c4=O)cc3n2)cc1,96,16,94,5,-23,10,95,97,10,95,94
CC1CCC2(CC1)NC(=O)N(CC(=O)Nc1ccccc1-c1ccccc1)C2=O (stereo not given),97,5,97,5,-18,13,99,96,22,101,97
CC(C)c1ccc(C(=O)NCCCc2ccccc2)cc1,100,7,97,·,-5,21,98,100,24,101,97
O=C(NC(=S)NCCN1CCOCC1)c1ccc(Cl)cc1Cl,93,·,94,-31,-36,34,95,96,15,92,94
# (further entries)
SMILES,Rac1 act GTP bind,Mcl1 Noxa PPI,HRas wt GTP,Pf gamet viab,Mcl1 Bid PPI,GSH bead fluor,Rab7 wt modul,Cdc42 wt GTP,Avidin fluor,Rac1 wt modul,Rab2A wt mod
O=C(CN1C(=O)NC2(CCCCC2)C1=O)Nc1ccc(N2CCOCC2)cc1,104,19,104,-2,-23,6,100,95,2,102,101
CCN1C(=O)/C(=C\C=C\c2ccccc2[N+](=O)[O-])SC1=S,95,16,92,4,-26,26,91,94,23,94,93
COc1ccc2nc(N)sc2c1,95,-3,99,·,-16,20,99,100,28,97,98
COc1ccc(-c2cc(-c3cc(F)ccc3O)[nH]n2)cc1OC,96,35,97,·,32,24,95,98,7,98,96
CC(=O)OC(Cn1nc(C)cc1C)c1ccccc1 (stereo not given),100,-15,102,-20,-8,28,101,103,19,104,101
Cc1nnc(SCc2ccon2)n1-c1ccccc1,100,-3,101,·,-2,61,98,99,9,102,101
CCOC(=O)c1c(-c2ccc(C)o2)csc1N,98,22,96,·,-31,10,97,97,10,88,100
Cc1ccc(CSc2nnc3ccc(-c4ccncc4)nn23)cc1,95,0,94,26,-46,10,93,95,8,98,92
O=S(=O)(c1ccc(Cl)cc1Cl)n1ccc2cccnc21,97,5,98,9,4,15,102,97,16,101,98
O=C(Nc1nnc(-c2ccccc2)s1)c1ccc(F)cc1,94,2,97,15,-5,17,104,97,10,99,100
Cc1ccccc1Nc1nc(N)nc(CSc2nnc3sc4ccccc4n23)n1,97,11,98,11,-36,12,100,99,4,102,98
Cc1ccc(C)c(-n2nnnc2SCC(=O)c2c(N)n(C)c(=O)n(C)c2=O)c1,96,19,98,·,12,179*,96,93,12,101,104
CCN(CC)CCNC(=O)C1c2ccccc2C(=O)N(CCOC)C1c1ccc(F)cc1 (stereo not given),99,12,101,-28,-2,41,99,100,9,103,100
O=C(CNc1ccccc1Cl)N/N=C1\CCCc2ccccc21,98,-14,95,-34,-13,24,97,101,10,101,101
CCCOc1ccc(-c2cn3ccccc3n2)cc1[N+](=O)[O-],100,21,96,6,-20,16,99,101,24,104,95
CC(=NC1CC1)C1=C(O)c2ccccc2C1=O,100,19,98,-1,-32,31,98,99,12,103,101
COc1ccc(/C=N/NC(=O)c2nc(Cl)c(Cl)c(N)c2Cl)cc1COc1ccc(F)cc1F,95,14,101,18,-14,13,103,99,36,98,99
CSc1ccc(/C=N/n2c(C)nnc2C)cc1,100,6,101,21,-8,10,101,96,25,101,101
CCCc1nc(NC2CCCCC2)c(C#N)c2c1COC(C)(C)C2,96,-7,98,-7,2,15,100,96,9,101,99
COC(=O)c1cc(NS(=O)(=O)c2ccc(N3CCCCCC3)c([N+](=O)[O-])c2)cc(C(=O)OC)c1,96,17,103,·,16,11,108,101,16,101,101
Fc1ccc(C(c2nnnn2C2CCCCC2)N2CCCC2)cc1 (stereo not given),99,14,97,0,7,25,96,100,12,100,96
O=C(CN1C(=O)CC(c2ccccc2)S(=O)(=O)c2ccccc21)N1CCOCC1 (stereo not given),95,2,100,·,-11,19,96,101,9,107,100
Cn1c(=O)oc2cc(S(=O)(=O)Nc3ccc4c(c3)OCCO4)ccc21,94,5,96,·,-23,25,95,98,11,95,96
O=C(Nc1ccccc1C(=O)O)c1ccc(Br)c(S(=O)(=O)NCc2ccccc2)c1,?,16,?,3,-2,17,?,?,11,?,?
COc1ccccc1N1CCN(C(=O)c2c(-c3c(Cl)cccc3Cl)noc2C)CC1,98,8,100,7,-26,13,102,100,11,99,101
# Additional entries:
SMILES,Rac1 act GTP bind,Mcl1 Noxa PPI,HRas wt GTP,Pf gamet viab,Mcl1 Bid PPI,GSH bead fluor,Rab7 wt modul,Cdc42 wt GTP,Avidin fluor,Rac1 wt modul,Rab2A wt mod
COc1ccccc1OCCCn1c(=O)oc2ccccc21,100,23,100,-26,4,35,98,100,16,101,98
CCOc1ccc2nc(NC(=O)CCn3cccc3)sc2c1,101,15,103,·,-38,17,101,102,7,108,101
COc1ccc2[nH]c3c(=O)n(CCCCC(=O)NCCN4CCCC4)c(=S)[nH]c3c2c1,96,36,95,·,-42,15,96,98,7,97,95
CCC(C)[C@H](N)c1nnc(SCC(=O)Nc2cccc(Cl)c2)o1 (stereo not given in full),98,21,101,9,-14,16,99,101,4,102,100
Cn1nnnc1SCc1ccc([N+](=O)[O-])cc1,100,9,102,·,-5,14,102,102,13,104,100
Cc1ccc(S(=O)(=O)N(CC(=O)N/N=C/c2ccc(F)cc2)c2cccc3cccnc23)cc1,93,13,96,·,-8,19,95,93,10,99,100
Cc1ccccc1CSc1nncn1N,96,8,98,·,-23,13,92,101,31,99,95
Nc1ncnc2c1cnn2-c1ccccc1,99,·,99,·,·,31,101,99,8,100,100
Cc1ccc(CNC(=O)NC2CCCCC2)cc1,98,10,98,·,-26,36,96,96,13,103,98
O=C(NCc1ccco1)/C(=C\c1cccs1)NC(=O)c1ccccc1,94,2,97,0,-17,11,98,98,3,103,98
Cc1onc(-c2ccccc2)c1C(=O)NCc1cccnc1,96,2,100,·,-11,14,97,102,10,99,99
CCCc1ccc(OCCNC(C)=O)cc1,98,-4,103,20,-31,17,96,98,22,103,96
Cc1c(C(=O)O)oc2c1/C(=N\O)CC(C)(C)C2,100,5,100,10,-24,10,99,104,14,105,98
CC1=C(C(=O)N2CCOCC2)C(c2ccsc2)C2=C(CCCC2=O)N1 (stereo not given),101,11,106,·,-15,14,102,106,7,108,105
CCC(C)(C)NC(=O)c1sccc1Oc1ccc(F)cc1[N+](=O)[O-],95,-2,95,10,-1,11,92,94,12,96,92
CN(C(=O)c1ccc(S(=O)(=O)NC2CCCC2)cc1)C1CCCCC1,94,4,97,·,-19,35,95,97,9,96,94
COc1ccc(N/N=C(\C=N\O)C(=O)c2ccc(OC)cc2)cc1,100,-13,98,9,-44,10,98,98,5,105,98
COc1cc(/C(C)=N/NC(=O)CSc2nncn2C)ccc1OCc1ccccc1Cl,97,15,99,14,9,4,101,99,14,102,97
O=S1(=O)CC=C(CSc2nc3ccccc3[nH]2)C1,96,-1,100,19,-84,11,99,99,22,96,99
COc1ccc(NC(=O)CSc2nnc3c4c(nc(-c5ccccc5)n23)CC(C)(C)OC4)cc1,100,-6,100,-13,-10,7,101,101,0,101,97
